PTHR1 agonist = activates the human parathyroid hormone receptor PTHR1 | HEK293 GP2 PTHR1 cells, GloSensor cAMP luminescence, 1 h | Potency, µM (titrated, usually from 115 µM), without a hit: top-dose activation, most hits filed as activators | hit rate 0.075% among 410,000 | AID 743266; further: potency means the concentration at half of the fitted maximal effect; nearly all actives have a fitted effect of over 55% in size; some results filed as inactive show a strong effect at the top dose; inactives centre near -15; many of its hits are not listed in these tables
Target sequence (Q03431 whole entry, looked up): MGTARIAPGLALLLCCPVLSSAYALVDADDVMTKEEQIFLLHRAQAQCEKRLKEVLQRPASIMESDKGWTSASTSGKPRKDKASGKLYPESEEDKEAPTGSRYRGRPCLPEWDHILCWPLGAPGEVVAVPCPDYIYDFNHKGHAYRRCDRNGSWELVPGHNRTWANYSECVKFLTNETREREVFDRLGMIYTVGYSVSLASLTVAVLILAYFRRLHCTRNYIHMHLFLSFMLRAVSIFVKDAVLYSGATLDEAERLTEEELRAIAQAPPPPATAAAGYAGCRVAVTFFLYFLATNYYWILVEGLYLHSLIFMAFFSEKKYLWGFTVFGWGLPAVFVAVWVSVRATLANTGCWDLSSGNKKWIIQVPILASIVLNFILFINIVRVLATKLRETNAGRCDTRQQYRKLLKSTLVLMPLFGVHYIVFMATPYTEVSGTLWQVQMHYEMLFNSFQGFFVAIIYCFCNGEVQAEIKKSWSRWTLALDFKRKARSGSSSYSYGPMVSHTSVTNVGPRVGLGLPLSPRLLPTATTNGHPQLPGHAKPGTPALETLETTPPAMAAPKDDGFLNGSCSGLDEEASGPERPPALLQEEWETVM
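HEK-293-derived GP2 cells expressing PTHR1 and a GloSensor cAMP reporter, 3,000/well, plated overnight, given luciferin plus IBMX (each 0.5 mM as added) for 1 h at 37 °C, then compound for 1 h at 37 °C. Luminescence was read after 15 min at room temperature.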
TDP43 rescue = inhibitors of TDP-43 toxicity in yeast. AID 652104. TDP-43 expressing yeast growth rescue, BacTiter-Glo, 24 h. Potency, µM (doses to about 46.1 µM), without a hit: top-dose growth rescue (activation), hits mostly activators. hit rate 1.8% among 410,000; further: potency means the concentration at half of the fitted maximal effect; % of control where 0% means no effect; nearly all actives have a fitted effect of over 50% in size
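Growth rescue of TDP-43-toxic yeast measured as ATP luminescence (BacTiter-Glo). Cells grown to mid-log in raffinose, induced in galactose at OD600=0.02, exposed to compound 24 hr at 30 deg C.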
Abeta yeast res = restores growth of yeast expressing A-beta42 peptide | yeast expressing A-beta42, growth rescue, OD600, 48 h; response scale: 0% DMSO, 100% iron-clioquinol control | Potency, µM (titrated, usually from 46.1 µM), without a hit: top-dose growth rescue, hits mostly activators | hit rate 0.063% among 410,000 | AID 1347071; further: potency means the concentration at half of the fitted maximal effect; nearly all actives have a fitted effect of over 55% in size
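Growth rescue measured by 600 nm absorbance after 48 h yeast culture at 30 C with compound. Values normalized between DMSO and an equimolar ferric chloride plus clioquinol control.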
pAkt inh = blocks phosphorylation of Akt; Neuro2A IGF-stimulated pAkt S473 HTRF, 20 min; hits give low values; activity change, % for hits at 50 µM; hit rate 0.32% among 360,000; AID 651550; in the data active means activity change below about -80%; inconclusive means mostly about -51% to -80%; further: on the % scale 0 is the no-effect control and ±100 the full control effect
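Neuro2A cells (4,500/well, DMEM with 0.5% FBS) were treated with compound at a single 50 µM final concentration, stimulated with 6 nM IGF for 20 min at 37 °C, and lysed. Phospho-Akt Ser473 was read by HTRF as 665/615 ratio ×10^4.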
GLP1R inv ag = inverse agonists of human GLP-1 receptor. P43220. HEK293 GLP-1R CRE-luciferase, luminescence, 24 h; GLP-1R form is constitutively active. Potency, µM (series often up to 38.3 µM), without a hit: at the top dose activity change, negative = inhibition, most hits filed as inhibitors. hit rate 1.6% among 410,000; further: potency means the concentration at half of the fitted maximal effect; on the % scale 0 is the no-effect control and ±100 the full control effect; nearly all actives have a fitted effect of over 55% in size
Target sequence (P43220 whole entry, looked up): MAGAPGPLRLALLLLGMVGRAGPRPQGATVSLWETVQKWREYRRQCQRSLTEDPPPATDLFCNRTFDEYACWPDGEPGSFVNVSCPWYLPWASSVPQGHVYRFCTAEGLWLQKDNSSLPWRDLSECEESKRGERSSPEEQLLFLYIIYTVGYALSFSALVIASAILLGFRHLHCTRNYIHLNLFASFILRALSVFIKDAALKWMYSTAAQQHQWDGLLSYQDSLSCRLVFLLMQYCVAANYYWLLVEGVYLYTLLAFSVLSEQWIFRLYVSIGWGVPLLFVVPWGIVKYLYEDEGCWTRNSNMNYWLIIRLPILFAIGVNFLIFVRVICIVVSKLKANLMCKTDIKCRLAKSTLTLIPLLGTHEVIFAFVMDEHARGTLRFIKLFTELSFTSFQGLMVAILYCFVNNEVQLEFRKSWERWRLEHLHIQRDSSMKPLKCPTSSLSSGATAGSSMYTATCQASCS
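Assay principle: reduced luminescence from a cAMP-responsive reporter in HEK293 cells co-expressing a constitutively active GLP-1R. Conditions: 24 hr compound incubation, 37 deg C, 5% CO2.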
aSyn yeast inh = rescues yeast growth from alpha-synuclein toxicity | Yeast expressing alpha-synuclein, growth rescue, BacTiter-Glo, 24 h | Potency, µM (doses to about 46.1 µM), without a hit: at the top dose growth rescue (activation), most hits filed as activators | hit rate 0.14% among 370,000; further: potency means the concentration at half of the fitted maximal effect; % of control where 0% means no effect; nearly all actives have a fitted effect of over 65% in size
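Rescue of yeast growth: cells expressing toxic alpha-synuclein, induced in galactose at OD600 0.02, incubated with compound 24 h at 30 C. ATP luminescence quantified growth; inhibitors of toxicity appear as activators.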
FUS suppressor = rescues growth of FUS-expressing yeast. S. cerevisiae FUS-expressing, growth rescue, OD600, 24 h. Potency, µM (doses to about 76.6 µM), inactives show at the top dose growth rescue (activation), most hits filed as activators. hit rate 0.24% among 390,000. AID 1347120;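 further: potency means the concentration at half of the fitted maximal effect; plate controls were DMSO vehicle for no effect and reference control for full effect; nearly all actives have a fitted effect of over 55% in size; some results filed as inactive show a strong effect at the top dose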
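Quantitative HTS measuring growth restoration of FUS-toxic yeast. Galactose-induced cells (OD 0.005) were exposed 24hr at 30C to compounds at several concentrations, then absorbance at 600 nm was recorded.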
MmCpn inh = M. maripaludis TRiC chaperonin inhibition. purified Mm-Cpn ATPase, ADP Transcreener TR-FRET. Potency, µM (highest dose often 76.9 µM), for the others: at the top dose activity, negative = inhibition, most hits filed as inhibitors. hit rate 0.031% among 330,000. AID 504842; further: potency means the concentration at half of the fitted maximal effect; on the % scale 0 is the no-effect control and ±100 the full control effect; nearly all actives have a fitted effect of over 80% in size
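Measured: ADP formation by purified Mm-CPN. Conditions: 25 nM protein, 10 uM ATP, Tris pH 7.4 with Mg2+, K+ and DTT, 37°C for 30 min. Detection: Transcreener HTRF after 30 min at room temperature.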
GLP1R cytotox = cytotoxicity counter-screen for GLP-1 receptor inverse agonists | HEK293 cAMP-luciferase reporter cells, luminescence, 24 h | Potency, µM (series often up to 38.3 µM), for inactives: at the top dose activity change, negative = inhibition, usual class: inhibitors | hit rate 0.13% among 410,000 | AID 624418;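 further: loss of luciferase light is scored as toxicity; potency means the concentration at half of the fitted maximal effect; on the % scale 0 is the no-effect control and ±100 the full control effect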
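MLSMR compounds, 24 hr on cells at 37 deg C/5% CO2; luminescence after luciferase reagent (12 min RT). Inhibition counted as the undesired cytotoxic outcome.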
Active calls of the source: *; i = inactive; u = inconclusive; x = not tested or not shown; & = joins results of further samples; [ ] = another dose, or the depositor's remark. Unless noted, the call rests on the fitted dose curve; in most records, active means well fitted curve in the direction sought with a large enough effect; inconclusive means small, poorly fitted or top-dose-only effect, or another doubt; inactive means no such curve, though single readings can be large; an effect the other way counts as inactive or inconclusive.

Each structure is followed by: PTHR1 agonist	GLP1R cytotox	TDP43 rescue	GLP1R inv ag	FUS suppressor	pAkt inh	Abeta yeast res	MmCpn inh	aSyn yeast inh
OC1(c2ccc(F)cc2)CCN(Cc2ccccc2)C1 (stereo not given)
→ i	-20.5%	-10.5%	-9.4%	-1.3%	i	11.9%	-2.8%	-1.7%
COc1ccccc1Cc1c(-c2ccc(C#N)cc2)nc2c(Cl)cc(C(F)(F)F)cn12
→ i	6.7%	-5.6%	27.1%	42.3%	i	-8.0%	x	-5.9%
O=[N+]([O-])c1ccc2nc(CN3CCCCC3)[nH]c2c1
→ i	0.8%	-0.9%	26.6%	-5.5%	i	2.7%	0.4%	0.5%
O=C(CC1C[C@H](C(=O)N2CCCCC2)[C@@]2(CCc3ccccc3)c3[nH]c4ccccc4c3CCN2C1=O)NCCCn1ccnc1 (stereo not given in full)
→ i	2.3%	5.6%	8.1%	u	i	-5.7%	3.2%	0.6%
O=C(Nc1ccccc1F)NC1CCN(Cc2nnnn2Cc2ccc(F)cc2)CC1
→ i	-2.0%	12.7%	29.3%	7.8%	i	14.6%	5.8%	-4.0%
CN(CCOc1ccccc1)C(=O)c1cc(-c2ccco2)nc2ccccc12
→ -93.5%[inhibitor]	-24.1%	35.5µM*	u	24.1%	i	-40.5%[inhibitor]	-13.5%	-36.7%[inhibitor]
c1ccc(-c2nn3c(C4CCCCC4)nnc3s2)cc1
→ -55.4%	-0.3%	20µM*	2.4%	14.4%	-114.4%*	2.9%	0.8%	3.5%
O=C(/C=N/O)Nc1ccc2sc3ccccc3c2c1
→ i	-16.1%	7.94µM*	-21.9%	3.3%	i	-7.2%	1.1%	0.5%
COCc1cc(CNC(=O)C2CCC(=O)N(Cc3cccc(OC)c3)C2)[nH]n1 (stereo not given)
→ i	-3.4%	15.1%	-1.0%	-10.1%	i	-1.7%	-0.7%	3.8%
O=S(=O)(c1cccs1)N1CCN(c2ccccc2F)CC1
→ -3.2%	0.2%	-8.7%	u	15.5%	i	-3.5%	1.9%	21.8%
COc1ccc(NCC(O)Cn2cnc3c2c(=O)n(C)c(=O)n3C)cc1 (stereo not given)
→ -22.7%	12.2%	22.4%	8.3%	-2.5%	i	2.8%	-2.1%	1.3%
O=C(CSC1=NCCS1)Nc1cccc2ccccc12
→ -10.6%[57.5 µM]	-5.2%	4.5%	3.7%	28.9%	i	8.1%	-0.7%	-0.5%
O=C1COc2ccc(C(=O)COC(=O)c3cc(S(=O)(=O)N4CCOCC4)ccc3F)cc2N1
→ -24.7%	-17.4%	16.8%	-1.8%	x	i	2.4%	0.8%	5.6%
COc1ccccc1NC(=O)c1ccc(NC(=O)COC(=O)CC(NC(=O)c2ccccc2Cl)c2ccccc2)cc1 (stereo not given)
→ i	-0.7%	4.1%	13.5%	43.7%	i	5.6%	-3.9%	-0.3%
Cc1ccc(NC(=O)COC(=O)c2c(C)nn(-c3ccccc3)c2C)cc1
→ -69.1%[inhibitor]	-24.1%	u	u	u	i	5.8%	0.7%	-3.5%
CCN1C(=O)/C(=C2\Sc3ccccc3N2CC)OC1=S
→ -37.7%	-12.1%	-5.7%	-15.9%	-11.9%	i	-17.4%	-21.8%	0.3%
Cc1ccc(S(=O)(=O)C2CS(=O)(=O)CC2O)cc1 (stereo not given)
→ 12.3%	-4.0%	-20.4%	12.4%	6.7%	i	-25.2%	1.1%	-15.0%
Cc1cc(C)c2nc(N(Cc3cccnc3)C(=O)CCOc3ccccc3)sc2c1
→ -23.7%	0.2%	11.1%	4.8%	-4.2%	x	-2.5%	x	x
Nc1c(C(=O)O)cnn1-c1ccc([N+](=O)[O-])cc1
→ -1.2%	6.6%	-10.5%	5.4%	-0.4%	i	-22.7%	0.8%	2.0%
CSc1ccccc1C(=O)NC1CC2CCC1C2 (stereo not given)
→ -7.8%	-10.8%	11.7%	-1.8%	-47.7%[inhibitor]	i	14.6%[9.22 µM]	-0.5%	-0.3%

Other entries:
Each structure is followed by: PTHR1 agonist	GLP1R cytotox	TDP43 rescue	GLP1R inv ag	FUS suppressor	pAkt inh	Abeta yeast res	MmCpn inh	aSyn yeast inh
CCOc1ccc2nc(N3CCC(C(=O)N4CCN(C(=O)c5ccco5)CC4)CC3)sc2c1
→ -67.7%[inhibitor]	0.3%	u	-19.6%	20.3%	i	-4.3%	-3.5%	0.5%
CCc1ccccc1N(CC)C(=O)c1cc2c(s1)-c1ccccc1OC2
→ i	-3.2%	10.4%	10µM*	25.4%	x	-1.6%	x	-10.1%
CCOC(=O)c1cccc(NC(=O)NCCc2c(C)nn(C)c2C)c1
→ -20.2%	6.9%	22.0%	16.9%	23.2%	x	-13.1%	x	x
CC(=O)NC1=CC(=C[N+](=O)[O-])C=C1O
→ -12.1%	u	-22.2%	5.6%	x	i	-9.1%	x	-9.1%
Cc1ccc(NC(=O)Cn2cccc2C2=NC(c3ccccc3)CO2)c(C)c1 (stereo not given)
→ -15.1%	11.1%	11.0%	u	x	i	-1.8%	-0.4%	-3.0%
COc1ccc(C2=NS(=O)(=O)N(C)C(C(=O)N3CCCCC3C)=C2)cc1 (stereo not given)
→ i	-11.7%	4.6%	-2.3%	13.5%	i	-10.8%	1.2%	-0.7%
CCOC(=O)c1c(C)c(C(=O)N2CCN(C(=O)c3ccco3)CC2)c(C)n1C
→ i	4.4%	-6.7%	6.6%	-12.3%	i	9.6%	-0.8%	-3.3%
O=C(c1cc(N2C(=O)C3C4CCC(C4)C3C2=O)ccc1Cl)N1CCN(c2ccccc2F)CC1 (stereo not given)
→ -21.8%	0.9%	18.5%	1.2%	x	i	-17.8%	2.2%	-10.7%
CN(C)c1cccc(O)c1
→ 14.5%	-7.5%	7.9%	7.9%	-24.4%	x	0.0%	-0.5%	-6.8%
CCOC(=O)CCCCCC(=O)Nc1ccc2c(c1)CC(=O)N([C@@H](C)CO)C[C@@H](C)[C@@H](CN(C)C(=O)Nc1ccc(C(F)(F)F)cc1)O2
→ i	-22.5%	-5.3%	u	44.1%	i	1.0%	1.1%	-1.8%
CCCC1=[N+](CC(=O)c2ccc(C)cc2)CCn2cccc21
→ i	2.2%	5.0%	u	7.2%	i	21.1%	-0.1%	-0.5%
C=CCN1CCc2cc(O)c(O)cc2C(c2ccccc2)C1 (stereo not given)
→ -24.4%	-12.9%	u	12.0%	-30.1%	i	13.9%	-0.5%	-0.5%&0.8%
COc1cc(/C=C2\SC(=S)N(NC(=O)c3cccnc3)C2=O)ccc1O
→ -8.0%	u	7.0%	8.9%	-18.2%	i	2.7%	-11.0%	7.1%
CCCCCCCCNS(=O)(=O)CCNCCc1ccccc1
→ -5.2%	17.6%	1.9%	u	20.1%	i	-6.3%	x	-25.1%
Cc1[nH]c(=O)[nH]c(=O)c1S(=O)(=O)N1CCC(C(=O)N2CCN(c3cccc(C(F)(F)F)c3)CC2)CC1
→ -4.0%	-1.5%	-19.9%	9.8%	21.0%	i	-2.4%	1.4%	-4.8%
COc1ccccc1C(=O)Nn1cnnc1
→ i	-4.1%	11.4%	4.5%	-6.8%	i	8.0%	-1.3%	-1.4%
COc1ccc(N2CCN(S(=O)(=O)c3ccc4c(c3)NC(=O)C(C)S4)CC2)cc1 (stereo not given)
→ -26.1%	1.6%	-0.6%	u	-16.8%	i	17.3%	-1.7%	2.1%
COc1ccccc1NS(=O)(=O)c1cc(NC(=O)CC(C)(C)C)ccc1N1CCOCC1
→ i	-2.4%	9.0%	u	-7.7%	i	-8.6%	1.2%	-2.4%
Cc1ccc(S(=O)(=O)NCc2c(-c3ccccc3)noc2C)cc1
→ -12.1%	13.8%	-15.6%	-16.8%	16.6%	i	12.5%	-0.5%	0.9%
CNC(=O)CN(c1cccc(Br)c1)S(C)(=O)=O
→ i	-11.3%	-5.8%	0.1%	2.6%	i	8.9%	1.4%	-10.5%

Later entries.
Each structure is followed by: PTHR1 agonist	GLP1R cytotox	TDP43 rescue	GLP1R inv ag	FUS suppressor	pAkt inh	Abeta yeast res	MmCpn inh	aSyn yeast inh
COc1cc(C(=O)Nc2nc3ccccc3s2)ccc1OCc1c(C)noc1C
→ -1.1%	3.7%	0.0%	7.3%	u	i	11.4%	1.2%	1.0%
CC(C)C[C@H](NC(=O)N1CCn2c1nc1ccccc12)C(=O)N[C@H](Cc1ccccc1)C(=O)O
→ i	-15.1%	21.0%	-22.5%	21.0%	i	-0.8%	-1.7%	0.2%
CCOC(=O)C1CCN(C(=O)c2cc3c(=O)n4ccccc4nc3s2)CC1
→ i	115.2%[activator]	u	101.4%[activator]	6.4%	i	-2.2%	-3.8%	12.2%
CCCNC(=O)N1[C@H](c2ccc(C)s2)[C@@H](C)C(=O)[C@@H](C)[C@@H]1c1ccc(C)s1
→ i	-1.3%	27.4%[9.22 µM]	u	-10.2%	x	-2.3%	x	x
CCN(CC)S(=O)(=O)c1ccc(C(=O)NCCSc2c(-c3ccc(C)cc3)[nH]c3ccccc23)cc1
→ i	0.6%	u	-18.2%	u	x	-6.6%	x	x
COCCn1c(=NC(=O)CCS(=O)(=O)c2ccccc2)sc2cc(F)ccc21
→ -9.8%	0.8%	2.1%	8.7%	x	i	9.9%	-14.0%	-0.3%
O=C(NCCN1CCc2ccccc2C1)Nc1ccc(F)cc1
→ i	-6.3%	8.0%	u	-20.6%	i	11.1%	-1.2%	-1.5%
CC(C)OCCCNc1ncc2c(n1)CC(c1ccc(N(C)C)cc1)CC2=O (stereo not given)
→ 12.2%[57.5 µM]	68.3%[activator]	-10.2%	23.2%	13.2%	x	17.9%	0.3%	10.2%

High-throughput results (PubChem BioAssay)

Not all compounds are listed; the hit share may differ from the screen's.
